# Screens from PubChem.
# WT yeast gro inh: growth inhibition of WT yeast, mitochondrial fusion screen; actives 2.1% (n = 190,000); AID 1362; inhibition, % at 10 µM; mitochondrial fusion phenotypic screen, WT strain; in the data active means inhibition above about 58%; tested in S. cerevisiae
# Dynein transport: dynein cargo transport inhibition; actives 0.47% (n = 220,000); 3617.4 mouse cells, GR-EGFP nuclear translocation imaging; test concentration mostly 20 µM; stimulated with dexamethasone, 1 µM; stronger effect = lower value; AID 1381; z-score, hits read low;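 active means plate z-score of nuclear minus cytoplasmic receptor signal below a set negative limit, without overly bright fluorescence or cell loss, cut at about -3.5 in these data, passing the limit was not always enough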;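 further: z-score of nuclear minus cytoplasmic ring GR-EGFP intensity difference per well; some compounds called inactive have numbers as strong as hits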
#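 Schedule: 48 h induction, then 1 h compound, then 30 min agonist, 37 °C. Buffer or medium: tetracycline-free induction medium containing charcoal-stripped FBS. Reagent: 1.0 µM final dexamethasone stimulus. Evaluation: nuclear versus cytoplasmic GR-EGFP signal, averaged per well. Signal: high-content fluorescence imaging after fixation.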
# MT stabilizer: stabilizes microtubules in HeLa cells | actives 0.83% (n = 200,000) | % tubulin-high responders, % at 10 µM | HeLa tubulin immunostaining HCS, 24 h; share of cells brighter than vehicle mean+2SD | AID 2205;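 active means plate Z-score above 3 for both tubulin-high and condensed-nucleus cell shares, with cell loss under 80%, at 10 µM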;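 further: anti alpha tubulin signal scored within the nucleus-defined area of each cell; some results filed as inactive read as strong as hits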
# P. falciparum M1AAP: P. falciparum M1AAP inhibitors, biochemical, fluorogenic H-Leu-NHMec substrate, 1536-well (AID 1445). recombinant M1AAP, H-Leu-NHMec fluorogenic kinetic assay; higher % means a stronger effect. one-dose inhibition, % at 30 µM; IC50 in µM for titrated hits. actives 0.42% (n = 220,000);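 active means primary inhibition above the hit cutoff, then over 50% inhibition at one or more dose response concentrations, cut at about 23% in these data, passing the limit was not always enough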;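 further: plate controls were DMSO full reaction for no effect and no enzyme background for full effect; strong numbers were not always called active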
# Autophagy HCS: alters autophagy in cells. MEF GFP-LC3 puncta imaging; test concentration mostly 10 µM. calls only at 10 µM (by protocol). actives 0.98% (n = 190,000). AID 463193;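 active means percentage of spot-positive cells more than 3 SD above its plate mean, without a fluorescence outlier flag or 80% toxicity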;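 further: spot-positive cell cutoff set from DMSO-treated cells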
# T cell modulator: T cell immune modulators affecting CD8 T cell-vesicle binding. 2C CD8+ T cell-vesicle binding, flow cytometry; stronger effect = lower value. actives 0.068% (n = 330,000). calls only at 7 µM;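 active means response, share of CD8 T cells binding vesicles, and their 90th percentile fluorescence all below set limits, cut at about 80% in these data, passing the limit was not always enough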
#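 Test system: purified 2C TCR transgenic mouse naive CD8+ T cells. Probe or stimulus: QL9-peptide-loaded Drosophila micro-vesicles bearing Ld, ICAM-1 and B7-1. Incubation: binding step 1.5 h, 37 °C, antibody labelling 20 min, ice. Measured by: flow cytometry of vesicle-bound cells.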
# Yfh1-depleted yeast: mitochondrial function rescue without frataxin homolog – Friedreich's ataxia, plus single-dose screen, dose response (AID 1465); S. cerevisiae Yfh1-off respiration, WST-1 reduction, 72 h; higher fold induction means a stronger effect; fold induction at 50 µM, or EC50 in µM where a hit was titrated; actives 0.074% (n = 220,000);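 active means fold induction of absorbance versus untreated yeast above a set limit, then at least 30% activation at any dose in follow-up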;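 further: activators that raise dye reduction in frataxin-depleted yeast; strong numbers were not always called active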
# b-catenin transl: modulators of beta-catenin nuclear translocation. actives 0.3% (n = 190,000). nuclear translocation activity, % at 5 µM. HeLa beta-catenin nuclear translocation, immunofluorescence imaging. AID 1665;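 active means nuclear translocation activity above 50% at 5 µM, with a well cell count of 50 or more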;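 further: per-cell ratio of nuclear to cytoplasmic median beta-catenin stain intensity; plate controls were DMSO negative control for no effect and GSK-3 inhibitor IX positive control for full effect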
#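 Test system: human HeLa cells, native beta-catenin. Compound dosing: 5 µM primary single dose, 0.1% DMSO, 0.02–20 µM confirmation series. Incubation: compound exposure 24 h at 37°C. Detection: beta-catenin immunostaining with DAPI counterstain, 20x imaging, 6 fields/well. Read-out basis: Nuclear/cytoplasmic beta-catenin signal ratio, % activation.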
# M17LAP inhibition: P. falciparum M17LAP inhibitors, primary screen, biochemical, fluorogenic H-Leu-NHMec substrate, 1536-well (AID 1619) | inhibition, % at 30 µM, or IC50 in µM where a hit was titrated | actives 0.38% (n = 220,000) | recombinant M17LAP, H-Leu-NHMec fluorogenic kinetic assay; higher % means a stronger effect;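 active means compound inhibiting the enzyme by more than half at any dose during confirmatory dose-response retesting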;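 further: plate controls were full reaction with DMSO carrier for no effect and no enzyme background for full effect; strong numbers were not always called active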
# WT yeast gro inh mutant strain: further read-out of WT yeast gro inh, marked with its call; inhibition, %; mitochondrial fusion phenotypic screen, mutant strain inhibition
# Dynein transport cytoplasmic EGFP: recorded beside Dynein transport, whose call it bears; z-score; measured here: cytoplasmic GR-EGFP intensity; stronger effect = higher value
# Dynein transport nuclear GR-EGFP: further read-out of Dynein transport, marked with its call; z-score; measured here: nuclear GR-EGFP intensity;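 lower value marks the stronger effect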
# Dynein transport cell count: also measured in Dynein transport; calls as there; z-score; measured here: cell count per field
# b-catenin transl cell count 5 µM: further read-out of b-catenin transl, marked with its call; cell count; measured here: cell count, cytotoxicity flag
# T cell modulator vesicle-bound %: second read-out of T cell modulator, no call of its own (marks repeat the call); double positive events, %; measured here: CD8+ vesicle-bound cell fraction;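 binding gate set so that unloaded-vesicle control wells show 10% double positive cells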
# MT stabilizer Hoechst-high %: also measured in MT stabilizer; calls as there; % Hoechst-high responders; measured here: nuclear condensation Hoechst responders;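 share of cells brighter than vehicle mean plus two SD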
# MT stabilizer cytotoxicity %: also measured in MT stabilizer; calls as there; toxicity, %; measured here: cytotoxicity by cell density;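 0% = mean cell density of plate MIN control wells and 100% = no cells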
# Autophagy HCS cell loss 18 h: recorded beside Autophagy HCS, whose call it bears; toxicity, %; measured here: cell loss, nuclei count;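 cell loss after 18 h compound exposure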
# * marks the source's active call; other numbers are inactive results; i = inactive; · = no result given.
SMILES,WT yeast gro inh,WT yeast gro inh mutant strain,Dynein transport,Dynein transport cytoplasmic EGFP,Dynein transport nuclear GR-EGFP,Dynein transport cell count,MT stabilizer,MT stabilizer Hoechst-high %,MT stabilizer cytotoxicity %,P. falciparum M1AAP,Autophagy HCS,Autophagy HCS cell loss 18 h,T cell modulator,T cell modulator vesicle-bound %,Yfh1-depleted yeast,b-catenin transl,b-catenin transl cell count 5 µM,M17LAP inhibition
COc1ccc(CCNC(=O)Cn2nc(C(=O)O)c3ccccc3c2=O)cc1OC,-10,7,-0.94,-0.3,-0.12,1.5,7.9,2.2,12,14%,i,3,i,28,i,-2.7,1058,3%
Cc1nc([N+](=O)[O-])c(C(=O)OCc2ccccc2C#N)n1C,-8,-5,-0.35,-0.22,-0.34,-0.2,4.3,1.9,10,9%,i,-4,i,46,i,-1.4,1120,-1%
COC(=O)c1sccc1NC(=O)CN(C)NS(=O)(=O)c1ccc(F)cc1,-11,-17,0.72,-0.016,0.29,-3.3,3.2,1.8,2.4,3%,i,8,i,19,i,·,·,27%
O=C(Nc1ccc2nc(C3CC3)n(Cc3ccc(F)cc3)c(=O)c2c1)c1ccco1,14,9,-0.07,0.11,0.29,-0.36,8.6,3.0,8.1,5%,i,13,i,42,i,-1.5,914,3%
O=C(CC1SCCNC1=O)Nc1ccccc1Cl (stereo unspecified),-3,-23,-1.1,1.1,-0.5,-1.1,2.2,2.1,5.3,-7%,i,14,i,25,i,4.8,1119,10%
Nc1nnn(Cc2ccccc2)n1,13,2,0.23,-0.25,0.44,0.56,3.2,2.1,9.4,2%,i,6,i,23,i,-2.5,1096,7%
C=C1c2cc(CC)ccc2NC(=O)N1c1ccc(C)cc1,28,11,0.22,-0.12,0.43,-0.34,1.9,4.3,9.8,12%,i,-2,i,46,i,·,·,-2%
COC(=O)c1[nH]c2cc(OC)ccc2c1NC(=O)c1nonc1C,19,10,-0.23,-0.026,-0.59,-1.4,37*,11*,44*,-9%,i,6,i,30,i,0.8,1399,2%
O=C(NCc1ccncc1)c1ccc(Br)cc1,-7,3,-0.16,-0.29,0.26,0.23,5.6,3.6,5.8,5%,i,-26,i,19,i,-4.6,1134,8%
Cc1ccc(C)c(Oc2nnnn2-c2ccccc2)c1,16,15,-0.99,-0.16,-0.25,0.01,5.3,3.6,3.6,-4%,i,5,i,32,i,1.8,1190,-5%
CCC(C)NC(=O)CSC1=Nc2ccccc2C2=NC(CC(=O)NCc3ccc(F)cc3)C(=O)N12 (stereo unspecified),-2,-12,2.7,-0.33,1.9,-1.6,7.4,1.2,5.4,17%,i,-1,i,35,i,-3.7,995,39%
CCC(=O)c1cc2c(cc1NC(=O)C(C)C)OCCO2,20,21,-0.81,-0.4,-0.34,0.054,2.6,2.0,8.0,3%,i,-1,i,34,i,-0.5,1300,5%
CCOC(=O)c1ccc(N=C2SC(C(=O)NCCc3ccccc3)CC(=O)N2C)cc1 (stereo unspecified),2,3,0.0034,-0.28,0.71,-1.2,3.1,2.3,4.7,5%,i,3,i,31,i,2.2,991,4%
COc1cc(O)c2c(=O)c3c(OC)c(O)ccc3oc2c1,30,-5,-0.0082,-0.2,0.35,0.42,3.8,1.8,3.2,7%,i,-2,i,62,i,-1.7,529,-1%
CC(C)CNC(=O)Nc1ccccc1F,13,5,0.084,-0.21,0.36,0.54,4.5,2.6,6.6,-1%,i,-2,i,35,i,-0.8,1467,-3%
COc1ccc(C(CNC(=O)Cn2[nH]c(=O)c3ccccc3c2=O)N2CCCC2)cc1 (stereo unspecified),-9,-9,0.19,-0.2,0.42,-0.21,2.0,1.9,12,1%,·,·,i,21,i,-7.8,882,0%
COc1ccc2[nH]c(=O)c(CN(Cc3ccccc3)C(=S)NCC3CCCO3)cc2c1 (stereo unspecified),0,12,-0.76,-0.25,-0.55,1.1,0.9,2.2,9.2,5%,i,11,i,47,i,-1.8,1085,-5%
Cc1cc(N2CCCC(C(=O)Nc3cccc(Cl)c3)C2)n2ncnc2n1 (stereo unspecified),-11,-6,-0.44,-0.28,0.0031,0.77,4.1,2.4,8.5,5%,i,7,i,10,i,0.3,1013,-3%
Cc1nc(C)n(CC(=O)N2CCCC(C(=O)c3ccc(C(F)(F)F)cc3)C2)n1 (stereo unspecified),5,0,-0.63,-0.31,-0.26,0.82,2.5,2.8,8.1,5%,i,11,i,58,i,-0.1,1130,-5%
O=C1CCCc2c1nc(-c1cccc(Cl)c1)n2O,-2,-16,1.4,-0.21,0.76,1.7,3.0,2.5,8.1,11%,i,13,i,16,i,-0.7,1133,-3%
CCN(Cc1cc(OC)c(OC)c(OC)c1)C(=S)Nc1cccc(SC)c1,·,·,0.65,-0.26,0.3,-0.13,·,·,·,2%,·,·,i,2,i,-0.5,1110,3%
COc1cc(OC)cc(C(=O)NC2CCSC2=O)c1 (stereo unspecified),0,7,-0.055,-0.21,-0.25,0.44,1.1,1.4,10.0,-4%,i,1,i,40,i,-5.0,1003,-2%
CCN(CC)C(=O)c1ccc(S(=O)(=O)N2CCC(c3nc4ccccc4s3)CC2)cc1,-1,-2,0.23,-0.23,-0.038,-0.56,2.7,2.6,6.7,-4%,i,14,i,43,i,-1.1,1229,17%
CN(CCOc1ccc(Cl)cc1)C(=O)c1ccc(S(=O)(=O)N2CCOCC2)cc1,5,1,-0.83,-0.28,-0.42,0.43,1.8,1.4,3.7,1%,i,12,i,29,i,-3.1,975,-1%
O=C/C(=C\Nc1ccc(C(=O)N2CCOCC2)cc1)c1nc2ccccc2o1,-6,-2,0.26,-0.26,0.2,0.24,4.0,1.8,8.4,7%,i,21,i,24,i,-0.6,1074,-6%
# Going on with the list.
SMILES,WT yeast gro inh,WT yeast gro inh mutant strain,Dynein transport,Dynein transport cytoplasmic EGFP,Dynein transport nuclear GR-EGFP,Dynein transport cell count,MT stabilizer,MT stabilizer Hoechst-high %,MT stabilizer cytotoxicity %,P. falciparum M1AAP,Autophagy HCS,Autophagy HCS cell loss 18 h,T cell modulator,T cell modulator vesicle-bound %,Yfh1-depleted yeast,b-catenin transl,b-catenin transl cell count 5 µM,M17LAP inhibition
CCOC(=O)c1nc(Nc2ccc(C)cc2)c2ccccc2n1,-1,-29,-0.69,-0.072,-0.39,0.37,1.3,1.2,9.4,19%,i,-8,i,32,i,-15,1254,11%
CC(=O)Nc1cccc(NC(=O)c2ccc(Br)cc2)c1,4,7,-0.62,-0.26,-0.17,0.15,2.5,1.4,2.3,3%,i,16,i,56,i,0.9,1056,-4%
CCOc1cc(-c2c(C#N)c(N)nc3c2CCCC3C)ccc1O (stereo unspecified),28,33,-0.41,-0.15,-0.21,0.46,23*,15*,20*,5%,i,4,i,41,i,·,·,10%
CCN1C(=O)/C(=c2\o/c(=C3\C=Cc4ccccc4N3CC)c(=O)n2CC)SC1=S,1,-3,-0.32,-0.038,-0.23,0.8,3.7,2.5,15,-3%,i,0,·,·,i,-5.2,1026,0%
COc1ccc(/C=C/C(=O)Nc2cc(=O)n(C)c(=O)n2C)cc1,-9,-7,1.7,-0.27,0.66,-0.12,1.6,4.3,11,6%,i,-3,i,38,i,1.0,1066,51%
CNC(=S)NCc1ccc2[nH]c(C)cc2c1,-38,-12,0.14,-0.27,-0.0095,0.66,3.9,3.4,5.2,8%,i,-5,i,43,i,0.4,1039,-1%
O=C(CN1C(=O)c2ccccc2S1(=O)=O)c1ccccc1,5,7,1.9,-0.12,1.3,-1.9,3.7,1.8,12,-5%,i,60,i,43,i,-6.9,1130,-11%
CC1C=CCC2C(=O)N(c3cccc(C(=O)N4CCCCCC4)c3)C(=O)C12 (stereo unspecified),-4,-2,0.78,-0.4,0.23,-0.11,4.1,3.8,8.6,5%,i,0,i,35,i,·,·,-7%
COC(=O)C(CC(C)C)Oc1ccc2c(C)cc(=O)oc2c1 (stereo unspecified),-2,-6,-0.41,-0.13,0.16,0.092,3.2,3.0,50,0%,i,4,i,37,i,·,·,-7%
NNC(=O)c1ccc(Cn2cc(Br)c(N)n2)cc1,·,·,0.89,-0.26,0.37,-0.17,·,·,·,0%,·,·,i,18,i,-1.2,1190,4%
CCOC(=O)c1cnc2scnn2c1=O,-11,-12,-0.36,-0.32,-0.26,0.23,1.8,2.3,12,2%,i,7,·,·,i,0.4,1186,2%
O=C(CCSCc1cccc(Cl)c1)NCCc1ccccc1,23,9,1.5,-0.21,0.88,-1.5,1.7,2.8,4.7,3%,i,5,i,26,i,-1.6,1038,1%
CC(=O)c1cc2c(cc1N/C(=N/S(=O)(=O)c1ccc(Br)cc1)c1ccccc1)OCO2,25,33,-1,-0.28,-0.38,0.41,2.9,4.3,3.7,9%,i,7,i,37,i,0.3,1111,4%
Cc1csc2ncc(C(=O)NCc3ccco3)c(=O)n12,-4,-11,-0.59,-0.24,-0.04,0.45,3.2,2.1,3.6,4%,i,-3,i,19,i,-2.6,1114,-39%
